APOBEC3G inh = APOBEC3G DNA deaminase inhibitors, primary screen, biochemical, fluorescence, single-stranded DNA substrate, uHTS | DNA dC->dU-editing enzyme APOBEC-3G (Homo sapiens), Q9HC16 | recombinant A3G, ssDNA deamination FAM/TAMRA fluorescence | inhibition, % at 20 µM | 0.28% of 330,000 active;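 active = inhibition of at least 40% at 20 µM, with no more than 30% in the related APOBEC3A deaminase screen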;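 note: plate controls were DMSO wells with A3G for no effect and wells lacking A3G enzyme for full effect; some compounds called inactive have numbers as strong as hits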
APOBEC3A inh = APOBEC3A ssDNA deaminase inhibitors, primary screen, selectivity assay for APOBEC3G inhibitor project, biochemical, FAM/TAMRA oligo cleavage fluorescence; DNA dC->dU-editing enzyme APOBEC-3A (Homo sapiens), P31941; recombinant A3A, FAM/TAMRA ssDNA deamination fluorescence; inhibition, % at 20 µM; 0.41% of 330,000 active; AID 493011, 2011;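 active = at least 40% inhibition at 20 µM here, with at most 30% in a related deaminase screen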;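 note: plate controls were A3A with DMSO for no effect and wells lacking A3A enzyme for full effect; some results filed as inactive read as strong as hits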
Target sequence (P31941 whole entry, looked up): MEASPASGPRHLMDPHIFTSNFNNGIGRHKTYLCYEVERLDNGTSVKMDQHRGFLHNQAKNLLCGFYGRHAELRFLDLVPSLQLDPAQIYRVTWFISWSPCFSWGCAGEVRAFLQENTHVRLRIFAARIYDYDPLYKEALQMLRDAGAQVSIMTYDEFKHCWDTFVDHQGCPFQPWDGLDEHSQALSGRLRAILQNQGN
mIAP act = activators of mouse IAP, primary screen, biochemical, luminescence, uHTS; intestinal alkaline phosphatase [Mus musculus]; muIAP, CDP-Star luminescence, 30 min; stronger effect = higher value; 1 = vehicle-only enzyme signal, 0 = enzyme-free wells; activation factor at 10 µM; 0.24% of 330,000 active; AID 2805, 2010;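 active = activation factor of at least 2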; note: the source names both 10 and 20 µM as test concentration; values of inactives mirror those of a sister screen read the other way
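Assay system: mouse IAP enzyme; Reagent: CDP-Star chemiluminescent phosphatase substrate; Compound: DMSO-dissolved test compounds; Incubation: 30 min, room temperature; Technique: luminescence from enzymatic CDP-Star hydrolysis; Controls: DMSO-only wells and no-enzyme negative control.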
TIM10 inh = growth inhibitors of isogenic TIM10 control yeast, primary screen, counter-screen for tim10-1 yeast inhibitor project, luminescence, uHTS; S. cerevisiae TIM10 strain growth, BacTiter-Glo luminescence, 24 h; inhibition, % at 10 µM; 1.4% of 330,000 active; AID 463195, 2010;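 active = inhibition of 40% or more at the single tested concentration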;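 note: wild-type TIM10 isogenic control strain grown at permissive 25 °C; 0% = DMSO yeast wells and 100% = minimal medium wells without yeast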
beta cell repl = inducers of MIN6 beta-cell proliferation, primary screen, ATP luminescence, uHTS | MIN6 cells proliferation, ATPlite luminescence, 48 h; cells starved in 0.2% serum; 100% = growth in 10% serum | proliferation, % at 10 µM | 0.29% of 330,000 active | AID 2380, 2010;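 active = compounds whose signal lies at least 3.5 SD above the mean of all wells on their plate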;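 note: 0% = DMSO-treated cells in low-serum medium and 100% = 10% serum control; some compounds called inactive have numbers as strong as hits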
mIAP inh = inhibitors of mouse IAP, primary screen, biochemical, luminescence, uHTS. intestinal alkaline phosphatase [Mus musculus]. purified mouse IAP, CDP-Star luminescence, 30 min. inhibition, % at 10 µM. 0.2% of 330,000 active. AID 2806, 2010;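 active = inhibition of at least 40% at 10 µM in the primary screen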;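 note: plate controls were DMSO with enzyme for no effect and no enzyme wells for full effect; values of inactives mirror those of a sister screen read the other way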
NLRP3 yeast inh = NALP3 inflammasome inhibitors in reconstituted yeast, primary screen, luminescence, uHTS. Yeast reconstituted NLRP3/ASC/caspase-1, beta-gal luminescence, 24 h. inhibition, % at 10 µM. 0.39% of 330,000 active. AID 2825, 2010;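 active = inhibition of 50% or more; inactive = inhibition below 50%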;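 note: plate controls were induced DMSO wells for no effect and uninduced yeast grown without galactose for full effect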
tim10-1 inh = growth inhibitors of tim10-1 mutant yeast, primary screen, luminescence, uHTS; S. cerevisiae tim10-1 ts strain growth, BacTiter-Glo, 24 h; inhibition, % at 20 µM; 2.2% of 330,000 active;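 active = inhibition of at least 40%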;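 note: mutant grown at 25 °C; 0% = DMSO wells with yeast and 100% = wells holding no yeast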
hIAP block = human IAP inhibitors, primary screen, biochemical, luminescence, uHTS | inhibition, % at 10 µM | Intestinal-type alkaline phosphatase (Homo sapiens), P09923 | purified IAP, CDP-Star luminescence, 30 min | 0.12% of 330,000 active;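 active = inhibition reaching a set limit with compound at 10 µM in the primary screen, cut at about 35% in these data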;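 note: plate controls were DMSO wells with enzyme for no effect and no-enzyme buffer wells for full effect; values of inactives mirror those of a sister screen read the other way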
Target sequence (P09923 whole entry, looked up): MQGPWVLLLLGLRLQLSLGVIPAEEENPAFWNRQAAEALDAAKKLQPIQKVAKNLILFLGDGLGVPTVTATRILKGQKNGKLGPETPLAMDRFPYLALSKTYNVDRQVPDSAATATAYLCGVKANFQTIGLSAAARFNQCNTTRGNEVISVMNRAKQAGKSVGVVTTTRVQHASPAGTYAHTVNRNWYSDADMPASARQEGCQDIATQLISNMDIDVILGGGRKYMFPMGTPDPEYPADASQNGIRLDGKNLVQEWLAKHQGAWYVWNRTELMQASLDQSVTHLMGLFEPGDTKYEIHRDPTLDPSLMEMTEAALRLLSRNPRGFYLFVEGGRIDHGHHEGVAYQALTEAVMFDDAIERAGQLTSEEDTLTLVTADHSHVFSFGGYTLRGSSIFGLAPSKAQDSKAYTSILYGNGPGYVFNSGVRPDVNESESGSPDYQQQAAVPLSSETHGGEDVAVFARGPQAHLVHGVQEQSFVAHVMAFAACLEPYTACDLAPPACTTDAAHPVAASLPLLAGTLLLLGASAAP
* marks the source's active call; other numbers are inactive results.

no. | SMILES | APOBEC3G inh | APOBEC3A inh | mIAP act | TIM10 inh | beta cell repl | mIAP inh | NLRP3 yeast inh | tim10-1 inh | hIAP block
1 | O=C(O)c1ccc(S(=O)(=O)c2ccc([N+](=O)[O-])cc2[N+](=O)[O-])cc1 | -5 | -4 | 0.89 | 30 | -5 | 12 | -3 | 21 | 11
2 | COc1cc(OC)cc(-c2nnc(SCc3c(F)cccc3Cl)o2)c1 | 2 | 0 | 1 | -21 | -1 | -2 | 25 | 6 | 8
3 | CC(C)C(=O)Nc1ccc(N2CCN(C(=O)c3cccs3)CC2)cc1 | -2 | -2 | 0.92 | 9 | 0 | 8 | 11 | 13 | 11
4 | COc1ccc(C2CC(C(F)(F)F)n3nc(C(=O)NCc4cn(C)nc4C)c(Cl)c3N2)cc1 (stereo not given) | 0 | -2 | 1.1 | 0 | -2 | -11 | 0 | -13 | -11
5 | Cc1ccc(C23CC4CC(CC(C(=O)NC(C)C(N)=O)(C4)C2)C3)cc1 (stereo not given) | -6 | 0 | 1 | 1 | 0 | -1 | 0 | 3 | -32
6 | O=C(CCN1C(=O)/C(=C/c2ccco2)SC1=S)Nc1ccc(O)cc1C(=O)O | 42 | 78 | 0.31 | 7 | -3 | 69* | 27 | 11 | -3
7 | C=CCn1c(SC(C)C(=O)c2c(N)n(C)c(=O)n(C)c2=O)nnc1-c1ccoc1C (stereo not given) | -9 | -1 | 1 | -5 | 2 | -2 | 21 | -3 | 1
8 | O=C(NCCCn1ccnc1)C1CCN(S(=O)(=O)c2cc([N+](=O)[O-])ccc2Cl)CC1 | 5 | 0 | 1.1 | -4 | -2 | -8 | 8 | 7 | -33
9 | CS(=O)(=O)N(CC(=O)NCC1CCCO1)c1ccc(F)c(Cl)c1 (stereo not given) | -4 | -5 | 1.1 | 5 | -3 | -6 | 10 | 7 | -18
10 | Cc1cc(Nc2cccc(Cl)c2)nc(-c2ccccc2O)n1 | -12 | -3 | 1.1 | 42* | -7 | -8 | 0 | 18 | -12
11 | O=C(CSc1nnc(-c2cccs2)n1-c1ccccc1)N1CCCC1 | -6 | -2 | 0.96 | 14 | -2 | 4 | 11 | 18 | 9
12 | C=CCNC(=O)N1CCc2[nH]c3ccc(F)cc3c2C1 | -10 | -3 | 0.97 | 4 | -2 | 3 | 13 | 10 | 3
13 | CCOC(=O)C1CCCN(C(=O)CSCc2ccccc2)C1 (stereo not given) | 1 | 5 | 0.91 | -7 | 1 | 9 | 9 | 19 | -76
14 | CC(C)CC(=O)Nc1cccc(-c2nc3ncccc3o2)c1 | -5 | -4 | 1 | 9 | 0 | -2 | 18 | 23 | 13
15 | Cc1ccc(O)c(C(=O)c2cnc3c(c2)c(=O)n(C)c(=O)n3C)c1 | -6 | -3 | 0.97 | -22 | -1 | 3 | 4 | -15 | -7
16 | O=C(NCCCO)/C(=C\c1ccco1)NC(=O)c1ccc(Br)o1 | -6 | -3 | 0.93 | 8 | -4 | 7 | -9 | -1 | 10
17 | O=C(Cn1c(=O)n(-c2ccc(F)cc2)c(=O)c2sccc21)NC1CCCCC1 | -3 | 1 | 0.93 | 1 | 1 | 7 | 3 | -11 | -8
18 | Cc1cccc(-n2nnnc2SC(C)C(=O)NCCC2=CCCCC2)c1 (stereo not given) | 2 | 0 | 0.94 | 19 | 1 | 6 | 10 | 8 | -2
19 | COc1ccccc1NS(=O)(=O)c1ccc(NC(=O)c2ccncc2)cc1 | -10 | -3 | 0.98 | 4 | -1 | 2 | -3 | 25 | -8
20 | CCNC(=O)COC(=O)c1sccc1C | 16 | 3 | 1.1 | -21 | -1 | -10 | -1 | -7 | -4
21 | Cc1ccc(S(=O)(=O)NC2CC3CCC2C3)cc1 (stereo not given) | -8 | 0 | 0.96 | -123 | -1 | 4 | 36 | -60 | 10
22 | CCOC(=O)C1=C(C)NC(=O)NC1c1ccc(OCC(N)=O)cc1 (stereo not given) | -6 | -2 | 0.98 | 2 | 2 | 2 | 8 | 0 | -14
23 | CCc1ccc(N(C(=O)CCC(=O)Nc2cc(C)on2)C(C(=O)NC2CCCC2)c2ccco2)cc1 (stereo not given) | 6 | 6 | 1.1 | 15 | 0 | -5 | 2 | 23 | 9
24 | CN(C)c1ccc(NC(=O)CN2CCN(c3ccc(F)cc3)CC2)cc1 | 0 | -2 | 1 | -12 | -4 | -4 | -4 | -1 | -5
25 | COc1ccc(S(=O)(=O)NC(C)C(=O)NCc2ccccn2)cc1OC (stereo not given) | -12 | -1 | 0.95 | 0 | 2 | 5 | 10 | -4 | 3
26 | Cc1ccc(C(=O)NCC(C)NC(=O)c2ccc(C)c(C)c2)cc1C (stereo not given) | -5 | 2 | 1.1 | 3 | -2 | -9 | 2 | -14 | 8
27 | CN(Cc1ccccc1)C(=O)CN1C(=O)NC2(CCCCCCC2)C1=O | 3 | 3 | 1 | 16 | 0 | -4 | 14 | 14 | -2
28 | CCCc1nc2nc(C)c(NS(=O)(=O)c3ccc(Cl)cc3)c(=O)n2[nH]1 | -5 | 2 | 0.94 | 3 | 0 | 6 | 10 | -15 | -9
29 | O=C1N=C(N2CCOCC2)S/C1=C1\C(=O)N(Cc2ccccc2)c2ccccc21 | -4 | -4 | 0.89 | -7 | 0 | 11 | -5 | 27 | 0
30 | O=C(c1nc2ccccn2c1CNCCCn1ncc2ccccc21)N1CCCC1 | -2 | -2 | 0.99 | 7 | -2 | 1 | 19 | 11 | -17
31 | Cc1cccc(/C=N/n2c(-c3ccco3)n[nH]c2=S)c1 | 35 | -5 | 0.9 | 27 | 4 | 10 | 33 | 33 | 10
32 | CN(C)c1ccc(CNS(=O)(=O)c2csc(C(N)=O)c2)cc1 | 0 | -2 | 1.1 | -6 | 1 | -10 | 7 | -1 | -5
33 | COc1cccc(C=Nc2cccc3c(=O)[nH][nH]c(=O)c23)c1O | -2 | -1 | 1.1 | 12 | -2 | -7 | 12 | -18 | -70
34 | O=C(COC(=O)/C=C/c1ccccc1)NCc1cccs1 | -2 | -2 | 0.98 | 5 | 2 | 2 | 6 | -8 | -9
35 | CCN1CCN(C(=O)C2CCC(CNS(=O)(=O)c3ccccc3)CC2)CC1 (stereo not given) | -5 | -5 | 1 | -4 | -2 | -3 | 17 | -7 | 1
36 | Fc1cccc(NC(=S)NCc2cccnc2)c1 | -5 | -3 | 1 | 9 | 0 | -5 | 20 | 15 | 7
37 | O=C(N/C(=C\c1cccnc1)C(=O)N1CCC(O)CC1)c1ccccc1 | -10 | -5 | 0.99 | 7 | -3 | 1 | 7 | -19 | 25
38 | O=C1C=C(c2ccc(Br)c3ccccc23)C[C@@H](c2ccc3c(c2)OCO3)C1 | -2 | 2 | 1.1 | -8 | -7 | -11 | 17 | 20 | -12
39 | O=C(c1ccc(NS(=O)(=O)c2ccc(F)cc2)cc1)N1CCCCC1 | -7 | -1 | 0.99 | -2 | -2 | 1 | 3 | -27 | 4
40 | CN(Cc1ccccn1)C(=O)c1ccc2nc(Cc3cccc(Cl)c3)oc2c1 | -5 | -4 | 0.96 | -9 | 4 | 4 | 23 | 23 | -10
41 | O=C(CN(C(=O)c1csnn1)c1ccc(Cl)cc1)NCc1ccc2c(c1)OCO2 | -3 | 3 | 0.98 | -12 | 0 | 2 | 16 | 6 | 0
42 | C=CCn1c(NCc2ccccc2OC)nc2ccccc21 | -13 | -1 | 0.98 | 2 | -1 | 2 | 32 | 10 | -16
43 | COc1ccc(OCCNC(=O)c2ccccc2Cl)cc1 | -8 | -2 | 1.1 | -9 | -4 | -11 | 25 | 3 | -9
44 | O=C1Nc2ccccc2/C1=C/c1ccc([N+](=O)[O-])cc1 | -6 | -3 | 0.89 | 81* | -7 | 11 | 45 | 56* | 16
45 | CCOC(=O)c1ccc2c(c1)[nH]c(=S)n2CC | -6 | -3 | 1 | 0 | -1 | 0 | 4 | 28 | -4
46 | OCCC1CN(CC2CC2)CCN1Cc1ccc(F)c(F)c1 (stereo not given) | -11 | -1 | 1 | -5 | -1 | -1 | 0 | 2 | -22
47 | COc1ccc(-n2ncc3c2CC(C)(C)CC3NC(=O)C2CCN(C(C)=O)CC2)cc1 (stereo not given) | 4 | 4 | 1 | -1 | 0 | -1 | 12 | -14 | -2
48 | Cc1ccccc1NC(=O)C(=O)NCc1ccccn1 | 0 | 2 | 0.99 | -2 | -1 | 0 | 17 | -4 | 13
49 | O=C(c1ccc2[nH]c(=O)c(=O)[nH]c2c1)N1CCc2ccccc2C1 | -4 | -2 | 0.99 | 9 | -1 | 1 | 0 | -4 | -16
50 | COc1ccc(OC)c(/C=C(\C)C(=O)c2c(C)cc(C)[nH]c2=O)c1 | -6 | -3 | 1.1 | -4 | -3 | -8 | -8 | 3 | -6

A second format for part of the listing above.
Second line of a record: APOBEC3G inh, APOBEC3A inh, mIAP act, TIM10 inh, beta cell repl, mIAP inh, NLRP3 yeast inh, tim10-1 inh, hIAP block
37) O=C(N/C(=C\c1cccnc1)C(=O)N1CCC(O)CC1)c1ccccc1
  -10, -5, 0.99, 7, -3, 1, 7, -19, 25
38) O=C1C=C(c2ccc(Br)c3ccccc23)C[C@@H](c2ccc3c(c2)OCO3)C1
  -2, 2, 1.1, -8, -7, -11, 17, 20, -12
39) O=C(c1ccc(NS(=O)(=O)c2ccc(F)cc2)cc1)N1CCCCC1
  -7, -1, 0.99, -2, -2, 1, 3, -27, 4
40) CN(Cc1ccccn1)C(=O)c1ccc2nc(Cc3cccc(Cl)c3)oc2c1
  -5, -4, 0.96, -9, 4, 4, 23, 23, -10
41) O=C(CN(C(=O)c1csnn1)c1ccc(Cl)cc1)NCc1ccc2c(c1)OCO2
  -3, 3, 0.98, -12, 0, 2, 16, 6, 0
42) C=CCn1c(NCc2ccccc2OC)nc2ccccc21
  -13, -1, 0.98, 2, -1, 2, 32, 10, -16
43) COc1ccc(OCCNC(=O)c2ccccc2Cl)cc1
  -8, -2, 1.1, -9, -4, -11, 25, 3, -9
44) O=C1Nc2ccccc2/C1=C/c1ccc([N+](=O)[O-])cc1
  -6, -3, 0.89, 81*, -7, 11, 45, 56*, 16
45) CCOC(=O)c1ccc2c(c1)[nH]c(=S)n2CC
  -6, -3, 1, 0, -1, 0, 4, 28, -4

Screens deposited in PubChem BioAssay by Sanford-Burnham Center for Chemical Genomics.
